Giardia FBPA inh = inhibitors of Giardia lamblia fructose-1,6-bisphosphate aldolase | A8B2U2 | purified Giardia FBPA | Potency, µM (doses to about 59.6 µM), for inactives: at the highest dose activity, negative = inhibition, hits mostly inhibitors | actives 0.71% (n = 290,000) | AID 2451; also: potency is read from the fitted curve at half-maximal effect; % is scaled to controls: 0 for no effect and ±100 for the full control effect; nearly all actives have a fitted effect of over 55% in size
Target sequence (A8B2U2 whole entry, looked up): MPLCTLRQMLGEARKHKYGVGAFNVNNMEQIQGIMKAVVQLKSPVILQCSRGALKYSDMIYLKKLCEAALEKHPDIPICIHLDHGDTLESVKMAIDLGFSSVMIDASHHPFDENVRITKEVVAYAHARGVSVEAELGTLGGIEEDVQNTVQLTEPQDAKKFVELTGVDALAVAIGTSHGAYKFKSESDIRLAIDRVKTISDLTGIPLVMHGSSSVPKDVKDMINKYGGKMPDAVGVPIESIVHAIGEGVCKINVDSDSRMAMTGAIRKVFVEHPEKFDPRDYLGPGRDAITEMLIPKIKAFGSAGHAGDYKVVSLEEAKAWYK
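40 nM FBPA preincubated 10 min at RT with compound (up to 57.5 uM final), then substrate plus GAPDH/TPI/NAD/arsenate coupling and diaphorase/resazurin added. Fluorescence read after 20 min at RT, 525/598 nm.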
Pf growth 48h = inhibits P. falciparum growth in the first generation, 48 h; P. falciparum luciferase growth in erythrocytes, 48 h; Potency, µM (highest dose often 28.7 µM), without a hit: at the top dose activity change, negative = inhibition, actives largely listed as inhibitors; actives 5.9% (n = 310,000); AID 504832; also: potency is read from the fitted curve at half-maximal effect; % is scaled to controls: 0 for no effect and ±100 for the full control effect
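Luciferase-expressing P. falciparum in infected erythrocytes (2% hematocrit, 0.1% parasitemia final) in RPMI 1640/0.5% Albumax were exposed to compound for 48 hours at 37 C, 5% CO2; growth read as luminescence.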
CHX counter = counter-screen hit for Shiga toxin inhibitors, cycloheximide | cell reporter, cycloheximide protein synthesis inhibition counterscreen | max response, % | actives 12% (n = 300,000) | AID 2314; in the data active = max response mostly above about 13%, no sharp cut-off; inactive = mostly below about 14%; also: read at 38.3 µM for the half of the compounds with a filed dose; 0% is about no effect
Pf growth 96h = inhibits malaria parasite growth, 96 h. P. falciparum luciferase reporter growth, 96 h. Potency, µM (highest dose often 28.7 µM), for inactives: at the highest dose activity change, negative = inhibition, hits mostly inhibitors. actives 6.9% (n = 320,000). AID 504834; also: potency is read from the fitted curve at half-maximal effect; % is scaled to controls: 0 for no effect and ±100 for the full control effect
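Two parasite generations (96 h, 37 C, 5% CO2) of compound exposure in infected erythrocytes (0.05% parasitemia, 2% hematocrit). Luciferase-reporter P. falciparum; decreased luminescence indicates inhibited growth, aimed at apicoplast-acting delayed death.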
Sm TGR block = inhibitors of Schistosoma mansoni thioredoxin glutathione reductase | Q962Y6 | purified TGR, DTNB reduction, TNB absorbance 405 nm | Potency, µM (top dose mostly 114 µM), inactives show at the highest dose activity change, negative = inhibition, most hits filed as inhibitors | actives 3% (n = 360,000) | AID 485364; also: potency is read from the fitted curve at half-maximal effect; % is scaled to controls: 0 for no effect and ±100 for the full control effect; nearly all actives have a fitted effect of over 60% in size
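First, TGR (20 nM dispensed) and NADPH were mixed with compound. Second, a 15 min room-temperature incubation followed. Third, further NADPH and then DTNB were added to start the reaction. Finally, TNB absorbance was monitored kinetically.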
Shiga toxin inh = inhibitors of Shiga toxin in Vero cells. actives 9.2% (n = 290,000). Vero cells, Shiga toxin protein synthesis inhibition reporter. AID 2315. inhibition, % at 38.7 µM; in the data active = inhibition mostly above about 28%, no sharp cut-off; inactive = mostly below about 43%; also: 0% is about no effect
An asterisk follows results filed as active; ? = inconclusive; · = not tested or not shown; & = joins results of further samples; [ ] = remark or other dose. Unless noted, calls follow the shape of the dose curve; as a rule, active = well fitted curve in the direction sought with a large enough effect; inconclusive = small, poorly fitted or top-dose-only effect, or another doubt; inactive = no such curve, though single readings can be large; an effect the other way counts as inactive or inconclusive.

nr	mol	Giardia FBPA inh	Pf growth 48h	CHX counter	Pf growth 96h	Sm TGR block	Shiga toxin inh
1	N#Cc1c(-c2ccccc2)nc(SCC(=O)Nc2ccccc2)[nH]c1=O	27%	9%	9	-14%	-26%	-10
2	COC1CCN(C(=O)CC2C(=O)NCCN2CC2CCCCC2)CC1 (stereo unspecified)	-22%	4%	-1	-56%	-28%	-5
3	CN(Cc1cccs1)C(=O)CCNS(=O)(=O)c1ccc(Br)cc1	·	-27%	·	?	-2%	·
4	COCCNC(=S)N(CCc1c(C)[nH]c2ccc(Cl)cc12)Cc1cccnc1	16%	?	5	33%[activator]	4%	-5
5	O=C(O)c1cc(/C=C/c2ccc(N3CCOCC3)cc2)nc2ccccc12	-9%	192%[activator]	-6	70%[activator]	40%[activator]	-8
6	COc1cc(/C=C2/SC(=S)N(CC(=O)O)C2=O)ccc1OCC(=O)Nc1ccc(C)c(C)c1	5%	?	-2	15%	-25%	-9
7	O=S(=O)(NCC(c1ccco1)N1CCOCC1)c1ccc(Cl)cc1 (stereo unspecified)	7%	5%	0	?	5%&-2%	-14
8	Cc1ccc(S(=O)(=O)N(C)CC(=O)Nc2cccc(C)n2)cc1	-7%	14%	-2	·	0%	-7
9	CCn1c(SCC(=O)Nc2ccccc2OC)nc2ccccc2c1=O	6%	-25%	3	·	0%	-19
10	Cc1cc(C)n2[nH]c(=O)c(N=Nc3cccc(C(F)(F)F)c3)c2n1	0%	-7%	-7	·	1%	-8
11	Cn1c(NCc2ccccc2)cc(=O)n(C)c1=O	-5%	2%	-2	·	-9%	-6
12	O=C(COC(=O)CN1C(=O)c2ccccc2C1=O)NC1CCCC1	0%	-2%	-8	11%	0%	-7
13	CCN(CC(=O)NCc1cccs1)S(=O)(=O)c1ccc([N+](=O)[O-])cc1	1%	-20%	0	4%	-20%	4
14	O=C(C1CCN(c2ncnc3c2nc2n3CCCCC2)CC1)N1CCN(c2ccc(F)cc2)CC1	10%	-4%	7	20%	-15%&-1%	1
15	CC(C)(C)c1ccc(C(=O)N2CCN(Cc3ccccc3)CC2)cc1	12%	?	3	-10%	-9%	5
16	O=C(c1ccc2nc(Cc3cccc(Cl)c3)oc2c1)N1CCC(CO)CC1	-5%	?	-2	5%	0%	-4
17	NNC(=O)COc1ccc(F)cc1	-1%	0%	-2	-15%	-4%	-8
18	O=c1c2cc(N3CCOCC3)ccc2[nH]c(=S)n1CCCN1CCCCCC1	-16%	?	-3	25%	?	-7
19	Cc1cc(C2=CC(C)(c3cc(C)oc3C)Nc3nc(C(F)(F)F)nn32)c(C)o1 (stereo unspecified)	-20%	9.3µM*	28*	2%	10µM*	41*
20	O=c1cc(CSc2ccccn2)[nH]c(=O)[nH]1	8%	12%	13	?	-1%	-6
21	Cc1nc(-c2ccc(S(=O)(=O)N3CCN(Cc4ccccc4)CC3)s2)cs1	-5%	4%	-3	6%	8%	7
22	CCOc1ccc(NC(=O)CCN2CCN(S(=O)(=O)c3ccc(OC)cc3)CC2)cc1	2%	·	-1	?	3%	11
23	CC1CCN(C(=S)NC2CC3CCC2C3)CC1 (stereo unspecified)	0%	19%	-3	28%	-1%	-8
24	O=C(OCC(=O)N1CCOCC1)C(c1ccccc1)c1ccccc1	1%	11%	-4	·	0%	1
25	Nc1nc(NCc2ccco2)nc(N2CCOCC2)c1[N+](=O)[O-]	1%	-3%	1	9%	-14%	14
26	Cc1cc2c(cc1C)NC(=O)CC(C(F)(F)C(F)(F)C(F)(F)F)=N2	17%	?	14	?	-9%	20
27	COCCn1c(-c2ccccc2)nc2ccccc21	-7%	6%	66*	8%	-6%	96*
28	COC(=O)c1ccc(NC(=O)C23CC4CC(C2)CC(n2cncn2)(C4)C3)cc1	-5%	-12%	-4	-22%	0%	12
29	CN(Cc1cccs1)C(=O)CCc1ccc(S(=O)(=O)N2CCOCC2)cc1	8%	0%	1	?	-2%	-1
30	COC(=O)c1ccc(N2CCCCC2)c(NC(=O)c2ccco2)c1	-1%	?	7	-1%	4%	-3
31	O=C(CCSCCc1ccccn1)Nc1ccc(Br)cc1F	-8%	19%	9	15%	2%	19
32	Cc1cc(C(=O)O)c(CCCN)s1	-16%	12%	-1	·	-1%	4
33	C/C(=N\N1CCN(C)CC1)c1c(O)n(Cc2ccccc2)c(=O)[nH]c1=O	8%	25%	-3	12%	-25%	-1
34	Cc1ccnc(SCC(=O)Nc2sccc2C#N)n1	·	38%[activator]	12*	?	-12%	17
35	O=C(NCC1CCCO1)C1CCN(C2CCN(C3CCCCCC3)CC2)CC1 (stereo unspecified)	1%	-13%	-1	0%	14%	-6
36	CCOC(=O)C1=C(O)C(=O)N(Cc2ccccc2)CC1	-12%	0%	0	19%	8%	5
37	Cc1ccc2c(c1)C(=O)CCCCC(=O)N2	-1%	?	-10	?	1%	-7
38	CCOC(=O)C1CCN(C(=O)CCc2ccc(S(=O)(=O)NC(C)C)cc2)CC1	-2%	?	-3	?	0%	·
39	CC(C)n1c(O)c(C=NCc2cccnc2)c(=O)[nH]c1=S	-2%	0%	-2	-9%	4%	-9
40	CCOC(=O)C1=C(CN2CCN(C(=O)c3ccco3)CC2)NC(=O)NC1c1ccccc1 (stereo unspecified)	·	?	-2	-7%	-27%	-10
41	Cc1ncc(CC(=O)n2cc(C(=O)c3cc(F)ccc3O)cn2)s1	-3%	19%	34*	52%[activator]	-14%	45*
42	CSc1ccc(Cl)c(C(=O)OCC(=O)N2CCNC2=O)c1	·	-4%	·	-22%	0%	·
43	COc1ccccc1/C=N/NC(=O)c1sc(C)nc1C	0%	1%	2	?	·	15
44	CCN(CC(=O)Nc1c(F)cccc1F)C(=O)c1nc2nccc(C)n2n1	·	6%	·	52%[activator]	-15%	·
45	CCOc1nc(N2CCOCC2)nc(C)c1[N+](=O)[O-]	4%	15%	1	51%[activator]	-16%	-15
46	COc1ccc(NC(=O)CCn2c(=S)[nH]c3ccccc3c2=O)cc1OC	·	-9%	-2	14%	6%	21
47	CC1=C2C(=O)OC(c3ccoc3)C2(C)CCC1 (stereo unspecified)	-1%	4%	12	0%	-3%	-8
48	CCOC(=O)c1cccc(NC(=O)CS(=O)(=O)Cc2nc(-c3cccc(OC)c3)oc2C)c1	2%	-21%	-2	0%	?	-4
49	Cc1ccc(S(=O)(=O)N2CCCC2)cc1S(=O)(=O)N1CCCC1	-4%	-16%	-1	97%[activator]	5%	-7
50	CC1=C(C(=O)Nc2cc(C)ccc2C)C(c2cccs2)NC(=S)N1 (stereo unspecified)	0%	-1%	-1	29%	2%	-5
51	O=C(CCn1nc(-c2ccccc2)ccc1=O)NCCCN1CCCCCC1	?	-7%	-1	-58%	0%	14
52	O=C(NNC(=O)c1csc(-c2cccnc2)n1)Nc1ccc(Cl)cc1	2%	8.3µM*	2	-18%	-3%	4
53	O=C(COc1ccc(S(=O)(=O)NC2CCCCC2)cc1)NC1CCCC1	5%	-13%	-6	52%[activator]	37%[activator]	11
54	CCCC[C@@]1(C2CCCC2)Cc2cc(OCC(=O)O)c(Cl)c(Cl)c2C1=O	26%	?	·	-20%	4%	·
55	Cc1ccccc1NC1=NC(=S)N(CC(N)=O)C12CCOC(C)(C)C2 (stereo unspecified)	-24%	5%	-1	12%	9%	-2
56	CCOC(=O)c1ccc(NCc2cccnc2)cc1	9%	56%[activator]	15*	11%	-2%	45
57	Cc1ccc(C)c(-n2cc(CN3CCN(C(=O)c4ncn[nH]4)CC3)c(-c3ccccc3)n2)c1	8%	?	-1	30%[activator]	-9%	9
58	CN(C)C(CNc1ncnc2sccc12)c1ccccc1 (stereo unspecified)	3%	6%	-1	?	0%	3
59	CC(C)(C)c1ccc(S(=O)(=O)N2CCN(C(=O)C3CCC3)CC2)cc1	·	?	1	?	-20%	6
60	CC(=O)Nc1ccc(Oc2cc(N)cc([N+](=O)[O-])c2)cc1	5%	44%[activator]	8	12%	0%	37

Next part:
nr	mol	Giardia FBPA inh	Pf growth 48h	CHX counter	Pf growth 96h	Sm TGR block	Shiga toxin inh
61	CCCNC(=O)c1ccc2c(=O)c(O)c(-c3ccsc3)[nH]c2c1	-17%	?	0	1%	-5%	-5
62	Cc1cccc(C)c1NC(=O)COC(=O)c1cc[n+]([O-])cc1	·	8%	·	14%	?	·
63	O=C(c1cccc(C(=O)N2CCN(c3ccccc3)CC2)c1)N1CCN(c2ccccc2)CC1	-7%	13µM*	-4	·	?	3
64	CCN(CC)S(=O)(=O)c1ccc(N2CCN(S(=O)(=O)c3ccc4c(c3)OCCO4)CC2)nc1	0%	·	4	?	-21%	-3
65	O=C(NC(=S)Nc1ccc(S(=O)(=O)N2CCCCC2)cc1)c1ccccc1	-18%	?	-3	·	?	-8
66	CC(C)(C)c1[nH]nc2c1C(C1C=CCCC1)C(C#N)=C(N)O2 (stereo unspecified)	-4%	·	-6	?	-14%	-15
67	CCN1CCN(c2ccc(NC(=O)Cc3ccccc3)cc2)CC1	-8%	8%	15*	-12%	0%	67*
68	COc1ccc(N2C(=O)C(O)C2c2ccc(C)cc2)cc1 (stereo unspecified)	9%	5%	0	2%	-11%	17
69	CCOc1ccc(-n2cnc3c(=O)[nH]c(N)nc32)cc1	1%	-3%	3	1%	6%	8
70	O=C(C1CCN(S(=O)(=O)c2ccc(Br)s2)CC1)N1CCN(C2CCCCC2)CC1	4%	?	4	4.7µM*	0%	-8
71	C=CCN1CC(c2nc3ccccc3n2Cc2cccc3ccccc23)CC1=O (stereo unspecified)	-2%	?	-5	12µM*	10%	-21
72	COc1ccc(OC)c(S(=O)(=O)Nc2c(C)nn(C)c2C)c1	·	?	·	?	-1%	·

Screen by screen, quoted from above.
Entries 64 to 72 in Pf growth 48h: ·, ?, ·, 8%, 5%, -3%, ?, ?, ?

A few values from the list.
Result of no. 51 under Sm TGR block: 0%
Result of no. 2 under Shiga toxin inh: -5
Result of no. 5 under Giardia FBPA inh: -9%

More entries:
nr	mol	Giardia FBPA inh	Pf growth 48h	CHX counter	Pf growth 96h	Sm TGR block	Shiga toxin inh
73	COc1ccc(CNC(=O)C2CCC(CNC(=O)[C@@H]3Cc4ccccc4CN3)CC2)cc1 (stereo partly specified)	·	4%	0	?	-11%	-2
74	O=S(=O)(NCc1cccnc1)c1ccc2ccccc2c1	-7%	44%[activator]	0	10%	4%	-2
75	C/C(=N\N=C1\NC(=O)CC(C(=O)O)S1)c1ccc(F)cc1 (stereo unspecified)	-10%	-1%	-2	26%	-25%	-1
76	CCc1ccc(-c2cc(C)no2)cc1S(=O)(=O)N1CCN(c2ccc(C(C)=O)cc2)CC1	·	?	-6	-1%	6%	-5
77	Cc1ccc(NC(=O)C(=O)NCCCN2CC(C(=O)O)CC2=O)cc1 (stereo unspecified)	-2%	19%	-6	-1%	-4%	-1
78	COc1ccc(N2CCN(CC(=O)Nc3ccccc3C(=O)NCc3ccccc3)CC2)cc1	·	13µM*	·	?	-20%	·
79	FC(F)(F)c1ccc(Cl)c(-n2c(-c3ccco3)n[nH]c2=S)c1	4%	10%	-1	1%	-1%	-12
80	Cn1c(=O)cc(SCC(=O)Nc2ccccn2)c2ccccc21	-4%	38%[activator]	-4	27%	15%	-5
81	Cc1c(CC(=O)N2CCN(C(=O)C3COc4ccccc4O3)CC2)c(=O)oc2c(C)c(O)ccc12 (stereo unspecified)	-16%	?	2	-26%	-16%	-2

An excerpt from above, reduced to Shiga toxin inh and Sm TGR block.
no.	SMILES	Shiga toxin inh	Sm TGR block
79	FC(F)(F)c1ccc(Cl)c(-n2c(-c3ccco3)n[nH]c2=S)c1	-12	-1%
80	Cn1c(=O)cc(SCC(=O)Nc2ccccn2)c2ccccc21	-5	15%

Screens (PubChem BioAssay)
